Gli-Sufu antag: Gli-Sufu pathway antagonists, primary screen, luciferase luminescence, Sufu-KO-LIGHT cells, uHTS | inhibition, % at 5 µM | hit rate 0.74% among 340,000 | AID 588413, 2011 | Sufu-KO-LIGHT fibroblasts, Gli luciferase reporter luminescence;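 active = inhibition above about 55%, limit read from the data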;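 note: 0% = DMSO-treated cells and 100% = wells with medium but no cells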
Jurkat NFkB inh: inhibitors of induced NF-kB luciferase reporter, primary screen, TCR NF-kB activation inhibitor project, cell-based, luminescence, uHTS | hit rate 0.53% among 330,000 | Jurkat, PMA/ionomycin-induced NF-kB luciferase reporter | inhibition, % at 4 µM
SENP7 block: SENP7 protease inhibitors, primary screen, biochemical, luminescence, uHTS; hit rate 1.5% among 330,000; Sentrin-specific protease 7 (Homo sapiens), Q9BQF6; inhibition, % at 5 µM; recombinant SENP7, Z-RLRGG-aminoluciferin luminescence, 40 min;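 active = inhibition above about 50% at the single test dose, limit read from the data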;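 note: plate controls were DMSO with enzyme for no effect and no enzyme buffer wells for full effect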
SENP8 inh: SENP8 protease inhibitors, primary screen, biochemical, luminescence; hit rate 1.2% among 330,000; purified SENP8, Z-RLRGG-aminoluciferin cleavage; inhibition, % at 10 µM; Sentrin-specific protease 8 (Homo sapiens), Q96LD8
Apaf-1 inh: inhibitors of human Apaf-1 apoptosome, primary screen, biochemical, DEVD-Rh110 fluorescence, uHTS. Apoptotic protease-activating factor 1 (Homo sapiens), O14727. reconstituted apoptosome caspase-3 activity. inhibition, % at 20 µM. hit rate 0.71% among 330,000. AID 489030, 2010; active = inhibition of at least 40% at 20 µM;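 note: plate controls were DMSO wells for no effect and DEVD-CHO caspase inhibitor wells for full effect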
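Material: biochemical Apaf-1 apoptosome reconstitution. Medium: Hepes buffer, pH 7.5. Also added: cytochrome c activation, bis-DEVD rhodamine 110 substrate. Timing: 30 min compound preincubation, 50 min activation, room temperature. Measured by: rhodamine 110 fluorescence at Ex 480/Em 540 nm.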
697 NFkB inh: inhibitors of PMA/ionomycin-induced NF-kB reporter, 697 cells, primary screen, B-cell NF-kB inhibitor project, cell-based, luminescence, uHTS | AID 435022, 2010 | inhibition, % at 4 µM | hit rate 0.33% among 330,000 | 697 B-cell NF-kB luciferase reporter, 16 h; in the data active = inhibition above about 35%
HKDC1 inh: HKDC1 hexokinase inhibitors, primary screen, biochemical, fluorescence, uHTS; AID 493160, 2011; recombinant HKDC1, G6PDH/diaphorase resazurin coupled fluorescence; inhibition, % at 20 µM; hit rate 0.16% among 340,000; Q2TB90;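 active = inhibition above about 35% when tested at 20 µM, limit read from the data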;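 note: plate controls were DMSO wells with enzyme for no effect and DMSO wells lacking enzyme for full effect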
Target sequence (Q2TB90 whole entry, looked up): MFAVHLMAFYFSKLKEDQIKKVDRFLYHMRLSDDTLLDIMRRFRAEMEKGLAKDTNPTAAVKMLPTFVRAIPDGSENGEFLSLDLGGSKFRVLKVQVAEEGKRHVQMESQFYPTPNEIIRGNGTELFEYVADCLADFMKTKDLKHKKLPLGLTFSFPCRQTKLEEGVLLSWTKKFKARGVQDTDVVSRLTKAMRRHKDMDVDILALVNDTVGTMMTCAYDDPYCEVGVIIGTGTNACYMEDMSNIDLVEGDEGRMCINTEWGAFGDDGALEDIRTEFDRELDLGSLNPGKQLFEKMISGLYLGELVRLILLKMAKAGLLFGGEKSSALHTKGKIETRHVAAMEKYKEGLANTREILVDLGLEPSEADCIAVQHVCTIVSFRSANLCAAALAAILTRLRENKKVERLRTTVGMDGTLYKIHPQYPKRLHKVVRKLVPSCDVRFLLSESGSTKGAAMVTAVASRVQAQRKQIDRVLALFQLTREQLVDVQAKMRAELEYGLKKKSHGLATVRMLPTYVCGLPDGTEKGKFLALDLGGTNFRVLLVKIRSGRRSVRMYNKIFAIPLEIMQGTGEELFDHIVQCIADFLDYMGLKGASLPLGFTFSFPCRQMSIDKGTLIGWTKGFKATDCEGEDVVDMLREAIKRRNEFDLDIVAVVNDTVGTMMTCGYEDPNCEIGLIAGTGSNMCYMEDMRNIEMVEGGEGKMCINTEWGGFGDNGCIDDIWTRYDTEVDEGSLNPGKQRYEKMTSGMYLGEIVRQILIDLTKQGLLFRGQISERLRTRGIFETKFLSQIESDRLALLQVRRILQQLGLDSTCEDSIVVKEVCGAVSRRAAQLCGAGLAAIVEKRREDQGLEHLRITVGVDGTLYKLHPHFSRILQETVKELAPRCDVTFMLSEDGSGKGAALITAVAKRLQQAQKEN
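Material – in-house recombinant HK5 (HKDC1) enzyme · Quantity – HKDC1 at 5 µg/mL · Buffer or medium – pH 8.0 Tris buffer with 10 mM MgCl2 · Reagent – glucose with 1 mM ATP · Dosing – single 20 µM dose · Times – reaction time 90 min, room temperature, protected from light · Technique – resorufin fluorescence at 613 nm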
UBC13 polyUb: UBC13 polyubiquitin chain formation inhibitors, primary screen, biochemical, TR-FRET, uHTS; Ubiquitin-conjugating enzyme E2 N (Homo sapiens), P61088; inhibition, % at 20 µM; hit rate 0.47% among 330,000; AID 485273, 2010; in the data active = inhibition above about 45%, passing the limit was not always enough
Starred values were filed as active, the others as inactive; . = not tested or not shown. Cut-off read from the data, not from the text of the source, unless noted: active = inhibition above about 50%; inactive = the rest.

mol | Gli-Sufu antag | Jurkat NFkB inh | SENP7 block | SENP8 inh | Apaf-1 inh | 697 NFkB inh | HKDC1 inh | UBC13 polyUb
O=C(N/N=C/c1cccc(C(F)(F)F)c1)c1ccccc1O | -2 | -8 | 7 | -8 | -3 | -20 | 1 | -4
Cc1ccc(CC(=O)O/N=C(\N)c2ccncc2)cc1 | -4 | -6 | -3 | -10 | -3 | -15 | -2 | 0
N#Cc1cc2c(nc1SCC(N)=O)CCCCC2 | -33 | -83 | 1 | 5 | -2 | -34 | -6 | 6
Cc1ccccc1C1C(=O)c2ccccc2C1=O | -3 | 3 | -7 | -7 | 10 | 6 | -3 | -7
CCCCn1c(N)c(N(CC(C)C)C(=O)c2ccc([N+](=O)[O-])o2)c(=O)[nH]c1=O | 3 | -7 | -1 | -6 | 5 | -2 | 3 | -24
O=C1CN(c2nc(-c3ccccc3)c3cc(Br)ccc3n2)c2ccccc2N1 | . | -8 | 2 | 6 | 8 | 7 | . | -5
CC(=O)N1CCc2cc(S(=O)(=O)NC(C(=O)NC3CCCc4ccccc43)C(C)C)ccc21 (configuration not stated) | -3 | -4 | 4 | -1 | 9 | 17 | -4 | 2
CCOc1ccc(S(=O)(=O)Nc2cccc(C(=O)N3CC(C)OC(C)C3)c2)cc1 (configuration not stated) | 1 | 9 | -7 | 1 | -1 | -7 | -1 | 0
COc1ccccc1/C=C/C(=O)Nc1cccc(S(=O)(=O)N2CCOCC2)c1 | -4 | 5 | -2 | 1 | 0 | 20 | 1 | 10
O=c1oc(-c2ccc(F)cc2)nc2ccsc12 | 0 | -7 | -19 | -14 | 4 | -2 | 4 | -1

Next part.
mol | Gli-Sufu antag | Jurkat NFkB inh | SENP7 block | SENP8 inh | Apaf-1 inh | 697 NFkB inh | HKDC1 inh | UBC13 polyUb
COCCCNC(=O)/C=C1\Sc2ccccc2N(Cc2ccccc2F)C1=O | -5 | -5 | -7 | -13 | 11 | -22 | -5 | -18
CC1Cc2nc(SCC(=O)NCc3ccco3)n(Cc3ccccc3)c(=O)c2S1 (configuration not stated) | -4 | -19 | -3 | -4 | 7 | -18 | -3 | -1
CCOC(=O)NC(=O)/C(C#N)=N\Nc1ccc(Cl)cc1 | 4 | -6 | -9 | -4 | 13 | -11 | -3 | -20
CC(=O)Nc1sc(N/N=C\c2ccccc2Cl)nc1-c1cccs1 | 17 | 3 | 9 | -6 | 1 | -18 | -8 | -3
CCn1c(=O)n(CC)c2cc(N3CCCC3)c(NC(=O)c3cccc(C)c3)cc21 | -3 | 4 | 9 | -6 | 3 | 12 | 2 | 2
Cc1cc(C)cc(NC(=O)C(Sc2nnc(C)c(=O)[nH]2)c2ccccc2)c1 (configuration not stated) | -18 | -8 | 4 | 1 | -5 | 22 | -2 | -4
c1ccc(C2=Nc3cccc4cccc(c34)N2)cc1 | 32 | -1 | -3 | 8 | 9 | -6 | 6 | -31
O=C(COC(=O)c1ccc(NS(=O)(=O)c2cccs2)cc1)NCC1CCCO1 (configuration not stated) | 4 | -11 | 5 | 6 | -9 | -8 | -5 | -6
O=C1Cn2c(nc3ccccc32)N1c1cccc(C(F)(F)F)c1 | 0 | -4 | -4 | -13 | -6 | 20 | 12 | 10
CCOc1cc(C(=O)O)ccc1OCCOc1ccccc1 | 13 | 9 | 6 | -12 | 3 | 10 | -3 | -2

(next part)
mol | Gli-Sufu antag | Jurkat NFkB inh | SENP7 block | SENP8 inh | Apaf-1 inh | 697 NFkB inh | HKDC1 inh | UBC13 polyUb
Cc1ccc2c(c1)C(c1ccc(F)cc1)N(C(=O)C1CC1)CC(=O)N2 (configuration not stated) | 4 | 7 | 6 | 0 | 9 | 0 | -8 | -2
O=C1c2ccc(Oc3ccc([N+](=O)[O-])cc3)cc2C(=O)N1CCCO | 14 | 9 | -1 | -2 | 5 | -10 | 0 | -14
Cc1ccccc1Cn1cc(NC(=O)c2cc3nc(-c4ccco4)cc(C(F)(F)F)n3n2)cn1 | -6 | 5 | -5 | -9 | 15 | 8 | -6 | -9
CC12CCCc3c(O)cc(=O)n(c31)-c1ccccc12 (configuration not stated) | -2 | -7 | -3 | -8 | 2 | 13 | -15 | -6
Cc1cc(C)nc(SCC(=O)Nc2nc(-c3ccccc3)c(-c3ccccc3)o2)n1 | 3 | 3 | 6 | 0 | 20 | 12 | 1 | 19
Cc1cc(C)c(/C=N/NC(=O)c2nnn(-c3nonc3N)c2CN2CCC(C)CC2)c(C)c1 | 35 | 2 | 3 | -4 | 23 | -9 | -1 | -13
COc1cccc(-c2cc(C(=O)NCC3CCCO3)c3ccccc3n2)c1 (configuration not stated) | -2 | -1 | 6 | 5 | -6 | -5 | -3 | -10
CN(c1ccccc1)S(=O)(=O)c1cccc(C(=O)NCCc2c[nH]c3ccccc23)c1 | 7 | -1 | 7 | 1 | -12 | -30 | -4 | 1
CCc1ccc(C(=O)NNC(=O)c2cccc(N3C(=O)CCC3=O)c2)cc1 | -15 | 4 | -1 | -3 | 2 | -11 | -5 | -4
Cc1ccc(S(=O)(=O)N(c2nc(NC(C)C)nc(NC(C)C)n2)n2cnnc2)cc1 | 7 | 9 | 2 | -2 | -6 | 4 | -5 | 6

Continued:
mol | Gli-Sufu antag | Jurkat NFkB inh | SENP7 block | SENP8 inh | Apaf-1 inh | 697 NFkB inh | HKDC1 inh | UBC13 polyUb
O=[N+]([O-])c1ccccc1/C=N/NC1=NS(=O)(=O)c2ccccc21 | -3 | -8 | -3 | -5 | -16 | 2 | -6 | -7
O=C(NCc1nnc2c(C(F)(F)F)cc(Cl)cn12)c1cccnc1 | 14 | 0 | -13 | -6 | 3 | 8 | -5 | 3
CCOC(=O)CN1CC23C=CC(O2)C(C(=O)NCc2cccs2)C3C1=O (configuration not stated) | 2 | 1 | 3 | 7 | -10 | 12 | -1 | 8
CN1C(=O)C(CC(=O)Nc2ccc(F)cc2)N(CCCc2ccccc2)C1=S (configuration not stated) | 9 | 8 | -1 | 4 | 8 | -2 | -4 | 4
O=C(CCn1c(=O)[nH]c2ccsc2c1=O)N1CCN(c2cccc(Cl)c2)CC1 | 11 | 5 | 10 | -1 | 13 | 8 | -3 | 6
O=C(CSc1ccc2nnc(-c3cccs3)n2n1)N1CCCC1 | 32 | 6 | 1 | 6 | -19 | 0 | -2 | -4
CCCCCCOC(=O)C(C#N)c1nc2ccccc2nc1N1CCCCC1 (configuration not stated) | 14 | -9 | -2 | -3 | 30 | 9 | 3 | -18
Cc1ccc(-n2ncc3c2CC(C)(C)CC3NC(=O)CCCN2CCCCC2=O)cc1 (configuration not stated) | 9 | 0 | 4 | -4 | -7 | -5 | -7 | -6
CCc1ccc(-n2cnc3cc(C(=O)NCC(OC)OC)ccc32)cc1 | -4 | -2 | 0 | 7 | 5 | 6 | -1 | 2
COC(C(=O)Nc1ccc(S(=O)(=O)Nc2cccc3ccccc23)cc1)c1ccccc1 (configuration not stated) | 4 | 2 | 2 | -1 | 15 | -9 | 20 | -8

Continuation:
mol | Gli-Sufu antag | Jurkat NFkB inh | SENP7 block | SENP8 inh | Apaf-1 inh | 697 NFkB inh | HKDC1 inh | UBC13 polyUb
O=C(CN1CCCC1)Nc1ccc(F)cc1 | -5 | -16 | -3 | -6 | 9 | -12 | -5 | 2
CC(=O)NCC(=O)N(C)C(C(=O)Nc1ccc(C(C)C)cc1)c1ccccc1 (configuration not stated) | 6 | 6 | 3 | -9 | 8 | 5 | -2 | 1
CN(C(=O)COC(=O)c1ccccc1NC(=O)c1ccco1)C1CCS(=O)(=O)C1 (configuration not stated) | -1 | 1 | 0 | -1 | -1 | 19 | -5 | 0
CC(C)[C@H](NC(=O)C1CC(=O)N(c2ccc(F)cc2)C1)C(=O)N1CCCCC1 (some centres not stated) | 11 | -3 | 13 | -10 | -3 | 6 | 2 | 1
COc1ccc(C(C)=O)c(OC(=O)c2ccc(OC)c(OC)c2)c1 | 1 | 15 | -2 | -5 | 9 | 0 | -3 | -2
O/N=C1/CCCSc2ccccc21 | 4 | 0 | 9 | 4 | 3 | 2 | -6 | 0
COc1ccc(-n2c(CNC(=O)COc3ccccc3)n[nH]c2=S)cc1 | 6 | -31 | 3 | 5 | 9 | 10 | -7 | 5
O=C(O)CCCC(=O)Nc1cc([N+](=O)[O-])ccc1O | -8 | -5 | -6 | -4 | -5 | 10 | -8 | -17
O=C(c1ccccc1Cl)N1CCCC(c2nc3c(nnn3Cc3ccccc3)c(=O)[nH]2)C1 (configuration not stated) | 0 | 5 | -1 | 6 | -3 | -8 | 0 | 4
O=C(O)CC1SC(=O)N(Cc2ccccc2)C1=O (configuration not stated) | -2 | 5 | 5 | -3 | 2 | -2 | -1 | 5

Additional entries
mol | Gli-Sufu antag | Jurkat NFkB inh | SENP7 block | SENP8 inh | Apaf-1 inh | 697 NFkB inh | HKDC1 inh | UBC13 polyUb
CC(Sc1cccc[n+]1[O-])C(=O)Nc1cccc(S(=O)(=O)N2CCOCC2)c1 (configuration not stated) | 0 | 1 | 10 | -6 | -4 | 5 | -10 | -8
S=C1NC2(CCCCCC2)N=C1c1ccccc1 | -7 | 3 | 8 | 3 | -14 | 20 | -4 | 10
NC(=O)c1c(NC(=O)C2CCCO2)sc2c1CCCC2 (configuration not stated) | -16 | -23 | 9 | 2 | 2 | 10 | 5 | 6
Clc1ccccc1CN1CCC(Cc2ccccc2)CC1 | 13 | -17 | 9 | 2 | -9 | 13 | 7 | 8
S=C(c1cn(CCOc2ccccc2)c2ccccc12)N1CCCC1 | 24 | 9 | -1 | 0 | 27 | 2 | -1 | 17
CCCCN(C(=O)CSc1nnnn1C)C1CCS(=O)(=O)C1 (configuration not stated) | 3 | 9 | 0 | 0 | -2 | 25 | 0 | 6
Fc1ccc(-c2ccc(NCCN3CCOCC3)nn2)cc1 | -13 | -47 | 3 | -3 | -9 | -52 | 3 | -6
CC(=O)Nc1sc2c(c1C#N)CC(C)(C)NC2(C)C | 22 | 11 | 1 | -1 | -4 | 3 | -3 | 4
CC(C)NC(=O)Nc1ccc2c(c1)C(=O)N([C@H](C)CO)C[C@H](C)[C@@H](CN(C)S(=O)(=O)c1ccccc1)O2 | -12 | 3 | 2 | -1 | -2 | 8 | -4 | 4
CC1=C2C(CCS2(=O)=O)CC2(C1)C(=O)OC(C)(C)OC2=O (configuration not stated) | 1 | 2 | -3 | -4 | 6 | 8 | -1 | 6
O=C(CSc1cn(CCNC(=O)c2ccc3ccccc3c2)c2ccccc12)NCc1ccco1 | -3 | -4 | -13 | -10 | 14 | -29 | 1 | -3
O=Cc1cccn1-c1ncc(Br)cn1 | -5 | 7 | -13 | -7 | -6 | -30 | -3 | -11
